Compound activity from PubChem BioAssay.
yeast sgs1 mgt1 – NCI yeast anticancer drug screen, S. cerevisiae sgs1 mgt1 strain | 10% of 78,000 active | growth inhibition, % at 50 µM | AID 161;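 also: 0% = growth of vehicle-only cultures of the same strain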
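Inhibition of yeast growth, normalised to vehicle-treated controls, is reported for a strain bearing genetic alterations in DNA damage repair.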
cln2 rad14 – NCI yeast anticancer drug screen, S. cerevisiae cln2 rad14 strain; % growth inhibition at 50 µM; 8.3% of 78,000 active;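 also: 0% = growth of vehicle-only cultures of the same strain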
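Growth inhibition, relative to vehicle-treated controls, is the read-out. The test organism is a yeast strain with defined genetic alterations, cln2 rad14.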
bub3 – NCI yeast anticancer drug screen, S. cerevisiae bub3 mutant strain | 9.9% of 78,000 active | growth inhibition, % at 50 µM;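 also: 0% = growth of vehicle-only cultures of the same strain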
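Screening used yeast with an engineered genetic alteration affecting cell cycle control. Compound-exposed cultures were compared with vehicle cultures, and reduced growth was taken as inhibition.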
yeast rad50 – NCI yeast anticancer drug screen, S. cerevisiae rad50 strain. growth inhibition, % at 50 µM. 10% of 79,000 active;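 also: 0% = growth of vehicle-only cultures of the same strain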
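Relative growth inhibition (compound vs vehicle) was measured in yeast with a defined repair-gene alteration.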
mlh1 rad18 – NCI yeast anticancer drug screen, S. cerevisiae mlh1 rad18 strain | AID 175 | growth inhibition, % at 50 µM | 11% of 79,000 active;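 also: 0% = growth of vehicle-only cultures of the same strain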
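Compound-treated yeast growth, normalised to vehicle controls. Strain bears defined DNA repair mutations.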
yeast mec2-1 – NCI yeast anticancer drug screen, S. cerevisiae mec2-1 strain | % growth inhibition at 50 µM | 9% of 79,000 active | AID 157;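 also: 0% = growth of vehicle-only cultures of the same strain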
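Growth inhibition is read against vehicle-treated controls after compound exposure of the mec2-1 yeast strain, which is defective in DNA damage repair or cell cycle control.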
Starred values were filed as active, the others as inactive; . = no result given. Rule as the data show it: active = growth inhibition above about 70%; inactive = the rest.

SMILES | yeast sgs1 mgt1 | cln2 rad14 | bub3 | yeast rad50 | mlh1 rad18 | yeast mec2-1
NC(N)=Nc1ccc(N=C(N)N)cc1 | 17 | 61 | 99* | 92* | 45 | 100*
O=C(COc1ccccc1)Nc1cccnc1 | -4 | -59 | 15 | 7 | 2 | 2
CC(=O)NC(=O)NC1=NCCC(=O)N1CCc1c[nH]c2ccccc12 | -6 | 6 | -19 | 4 | 7 | -29
CC(=O)OC1CCCC1OC(=O)c1ccc([N+](=O)[O-])cc1 (stereo not given) | 8 | -30 | 3 | -3 | 8 | 10
CCCC1CCN(c2ccc([N+](=O)[O-])cc2[N+](=O)[O-])CC1 | 10 | -19 | 38 | 2 | -1 | -5
c1ccc(CNn2nnc3ccccc32)cc1 | 7 | 3 | -3 | 17 | 22 | -14
Cc1ccc2ccccc2c1CC(=O)O | 32 | 32 | 39 | 29 | 39 | 37
O=C(Nc1ccccc1)OC1CCCC12CC2 (stereo not given) | -16 | -5 | -2 | 9 | 23 | 5
CCN1CCC(O)(/C=C/c2ccc(Cl)c(Cl)c2)C(C(=O)/C=C/c2ccc(Cl)c(Cl)c2)C1 (stereo not given) | 99* | 98* | 99* | 99* | 99* | 99*
CCN(CC)CCCC(Nc1c2ccc(Cl)cc2nc2ccc(OC)cc12)c1cccs1 (stereo not given) | 66 | 75* | 69 | 82* | 63 | 35
CCN(CC)Cc1ccccc1COC(=O)c1ccc(OC)cc1 | 15 | -15 | -7 | 0 | 11 | -3
CNc1ccc(Br)cc1[N+](=O)[O-] | -13 | 0 | -27 | -22 | -15 | -23
O=C(O)CS(=O)(=O)CC(=O)O | -10 | -7 | -23 | -10 | -12 | -11
COc1ccc2cc1Oc1ccc(cc1)CC1c3cc(c(OC)cc3CCN1C)Oc1c(O)c(OC)cc3c1C(C2)N(C)CC3 (stereo not given) | 11 | 16 | 16 | 15 | 2 | -10
Cc1cc(C)n(C2OC(CO)C(O)C(O)C2O)c(=S)c1C#N (stereo not given) | 30 | 5 | 8 | 21 | 35 | 15
CC1CCC(C2=CSC3CCCCC3N2)CC1 (stereo not given) | 51 | 12 | 66 | 43 | 39 | 56
C/C(=C\O[Si](C)(C)C)c1ccccc1 | 12 | 8 | -11 | 38 | 41 | 24
O=CCC(O)C(O)C(O)CO (stereo not given) | 21 | 8 | -37 | 0 | -7 | 24
COc1ccc(-c2nc(C)[nH]c(=O)c2Cc2c(O)ccc3ccccc23)cc1 | 98* | 22 | 4 | 99* | 97* | 10
O=C1C=CC(=O)N1C1c2ccccc2-c2ccccc21 | 100* | 98* | 100* | 99* | 97* | 99*
C=CCOc1ccccc1C(=O)OC | 7 | 31 | -2 | -5 | 0 | 8
O=S(=O)(N/N=C/c1cccc(Cl)c1)c1ccccc1 | 64 | 67 | 63 | 90* | 97* | 55
CCCc1c(C(=O)OCC)[nH]c(C(=O)CCC(=O)c2[nH]c(C(=O)OCC)c(CCC)c2C(=O)OCC)c1C(=O)OCC | -11 | -19 | -16 | 20 | 2 | -14
C=CS(=O)(=O)CCCCCCCCCCCCCCCCCC | -18 | -13 | 5 | -2 | 9 | 11
CCOC(=O)NC(NCC(O)c1ccccc1)(C(F)(F)F)C(F)(F)F (stereo not given) | -51 | -4 | 14 | -12 | -41 | -26
c1cncc(CSc2nc3ccccc3nc2-c2cccs2)c1 | -44 | 7 | -34 | -25 | -40 | -52
CC(=O)N(C(C)=O)c1ccccc1/C=C1\CCOC1=O | -2 | -5 | 12 | -16 | -18 | -19
CCn1cc2c(=O)n3ncn(-c4ccc(Br)cc4)c3nc2n1 | 3 | -16 | -29 | -8 | -12 | 10
CCCCCCCCCCCCCCCCCC(=O)N1CC[N+](C)(C)CC1 | 100* | 99* | 99* | 100* | 100* | 100*
COc1cc(C2c3cc4c(cc3OC(NNC(N)=S)C2C)OCO4)cc(OC)c1OC (stereo not given) | 2 | 0 | 7 | -4 | -10 | -17

The list goes on; it opens with the 6 that closed the last part.
SMILES | yeast sgs1 mgt1 | cln2 rad14 | bub3 | yeast rad50 | mlh1 rad18 | yeast mec2-1
CCOC(=O)NC(NCC(O)c1ccccc1)(C(F)(F)F)C(F)(F)F (stereo not given) | -51 | -4 | 14 | -12 | -41 | -26
c1cncc(CSc2nc3ccccc3nc2-c2cccs2)c1 | -44 | 7 | -34 | -25 | -40 | -52
CC(=O)N(C(C)=O)c1ccccc1/C=C1\CCOC1=O | -2 | -5 | 12 | -16 | -18 | -19
CCn1cc2c(=O)n3ncn(-c4ccc(Br)cc4)c3nc2n1 | 3 | -16 | -29 | -8 | -12 | 10
CCCCCCCCCCCCCCCCCC(=O)N1CC[N+](C)(C)CC1 | 100* | 99* | 99* | 100* | 100* | 100*
COc1cc(C2c3cc4c(cc3OC(NNC(N)=S)C2C)OCO4)cc(OC)c1OC (stereo not given) | 2 | 0 | 7 | -4 | -10 | -17
O=C1OCC/C1=C\c1ccccc1Cl | 5 | 7 | 14 | 10 | 8 | 6
CCCCN(CCCC)CCC(O)c1ccc(OC)c2ccccc12 (stereo not given) | 56 | 57 | 16 | 45 | 50 | 5
CCCCCCCCCCCCCCCCCCCl | 0 | -31 | 6 | 5 | 28 | 7
CCCCNc1ccc2c(C)cc(=O)oc2c1 | -17 | 1 | -21 | -23 | -17 | -31
Cc1ccc2nc(Nc3ccccc3C)c(Nc3ccccc3C)nc2c1 | 20 | 16 | 20 | 25 | 38 | 40
O=Cc1cc([N+](=O)[O-])ccc1OCC(=O)O | 5 | 14 | -7 | 12 | 31 | -3
CC(=O)OCC1OC(OC(C)=O)C(Nc2ncnc3nc[nH]c23)C(OC(C)=O)C1OC(C)=O (stereo not given) | 50 | 12 | 16 | 28 | 38 | 24
CN(C(=S)S(=O)(=O)C12CC3CC(CC(C3)C1)C2)c1ccccc1 | 4 | -12 | 18 | 29 | -25 | 5
O=C(OCCCl)Oc1c(Cl)cc([N+](=O)[O-])cc1[N+](=O)[O-] | 100* | 99* | 99* | 100* | 99* | 100*
c1ccc(-c2ccc3c(c2)NCCN3)cc1 | -14 | -4 | 7 | -3 | 21 | 9
COc1ccc2cc3c4cc5c(cc4cc[n+]3cc2c1OC)OCO5 | 93* | 89* | 98* | 97* | 97* | 92*
CC(=O)Nc1ccc(/C=N\NC(=S)Nc2ccc(F)cc2)cc1 | -4 | -53 | 5 | -13 | -19 | -13
CSC(=S)n1nc(-c2ccccc2)c(N=Nc2cccc(F)c2)c1-c1ccccc1 | 28 | -34 | 6 | 28 | 36 | 25
O=C1C(=Cc2cccc(Cl)c2)N=C(c2ccccc2)N1n1c(-c2ccccc2)nc2ccccc2c1=O | 33 | 39 | 10 | 41 | 51 | 8
Cc1ccc(OC(=O)c2ccc([N+](=O)[O-])cc2)cc1C(C)C | -12 | -6 | -10 | -16 | -22 | -9

Quoted from above (three entries):
SMILES | yeast sgs1 mgt1 | cln2 rad14 | bub3 | yeast rad50 | mlh1 rad18 | yeast mec2-1
CSC(=S)n1nc(-c2ccccc2)c(N=Nc2cccc(F)c2)c1-c1ccccc1 | 28 | -34 | 6 | 28 | 36 | 25
O=C1C(=Cc2cccc(Cl)c2)N=C(c2ccccc2)N1n1c(-c2ccccc2)nc2ccccc2c1=O | 33 | 39 | 10 | 41 | 51 | 8
Cc1ccc(OC(=O)c2ccc([N+](=O)[O-])cc2)cc1C(C)C | -12 | -6 | -10 | -16 | -22 | -9

Continued.
SMILES | yeast sgs1 mgt1 | cln2 rad14 | bub3 | yeast rad50 | mlh1 rad18 | yeast mec2-1
CC(=O)OCC(OC(C)=O)C(OC1OC(COC(C)=O)C(OC(C)=O)C(OC(C)=O)C1OC(C)=O)C(OC(C)=O)C(C=O)OC(C)=O (stereo not given) | 10 | -6 | -4 | 0 | -8 | 11
CC(C)(O)C(O)C(O)(c1ccccc1)c1ccccc1 (stereo not given) | 10 | -16 | -8 | 1 | -4 | -8
CC(=O)NNC=N/C(C#N)=C(\N)C#N | 8 | 1 | -3 | -9 | -30 | -24
O=C(O)CC(c1ccccc1)C(CC(=O)O)c1ccccc1 (stereo not given) | 18 | 17 | 6 | -4 | 10 | 9
O=C(CC(C(=O)c1cccs1)c1ccsc1)c1cccs1 (stereo not given) | 1 | 21 | 26 | -24 | -39 | -23
O=C(O)c1cc(-c2cccs2)c(C(=O)O)s1 | -18 | -19 | -11 | -4 | 2 | 5
O=S(O)CCCCCSSc1ccccc1 | 30 | 50 | 74* | 23 | 49 | 12
COc1ccc2cc1Oc1ccc(cc1)CC1=NCCc3cc(OC)c(OC)c(c31)Oc1cc3c(cc1OC)CCN(C)C3C2 (stereo not given) | -12 | 4 | 3 | -9 | 9 | -15
Cc1ccc(C(=O)N/N=C/c2ccc(Cl)cc2Cl)cc1 | -6 | -13 | 19 | 1 | 10 | 21
CC1CN(CCO)CC(C)O1 (stereo not given) | 4 | 5 | -1 | -14 | -10 | -27
O=C(Sc1ccccn1)c1ccc(Br)cc1 | -9 | -9 | -2 | 11 | -10 | -4
Cc1nc(N)nc(-c2ccccc2)c1N=Nc1cccc([N+](=O)[O-])c1 | -2 | -26 | -3 | 4 | 13 | 14
COc1c2cc(C(C)(C)C)cc1Cc1cccc(c1O)Cc1cc(C(C)(C)C)cc(c1OC)Cc1cccc(c1O)Cc1cc(C(C)(C)C)cc(c1OC)Cc1cccc(c1O)C2 | 4 | -6 | -2 | 14 | 25 | 2
Cc1nc(=S)c2[nH]c(=S)[nH]c2[nH]1 | -4 | -19 | -2 | -3 | -8 | -16
Cc1nc2c(nc1C)C(=O)c1ccccc1C2=O | 71* | 32 | 67 | 86* | . | 82*
CCCCCCCCC(=O)Cl | 77* | 27 | 69 | 74* | 88* | 48
COc1ccccc1NC(=O)/C(Cc1nc2ccc([N+](=O)[O-])cc2[nH]c1=O)=N\NC(=O)C[N+](C)(C)C | 7 | -26 | 25 | 32 | 13 | 23
O=C(OC1OCC(OCc2ccccc2)C(OCc2ccccc2)C1OCc1ccccc1)c1ccccc1 (stereo not given) | -4 | -24 | -4 | 23 | -9 | -22
O=C1NC(=O)C(CCI)N1 (stereo not given) | 23 | 17 | -15 | 11 | -13 | 0
CCCCOC(=O)/C=C\C(=O)OCCCC | 5 | -64 | -14 | 2 | -9 | -3
O=C(Nc1cc(S(=O)(=O)O)cc2cc(S(=O)(=O)O)c(N=Nc3cc(Nc4nc(Cl)nc(Nc5ccc(S(=O)(=O)O)cc5)n4)ccc3S(=O)(=O)O)c(O)c12)c1ccccc1 | 11 | 4 | 0 | 18 | 25 | -10
O/N=C1\CCCC\C1=N/O | -8 | -3 | 9 | 7 | -4 | -10
O=[N+]([O-])c1ccc2nc3c(nc2c1)-c1cccc2cccc-3c12 | . | . | . | 2 | 12 | -16
COC1OC(=O)[C@H]2O[N+]([O-])=C(C)[C@@H]12 (stereo not given in full) | 7 | -6 | 3 | -3 | 7 | -8
CCOC(=O)N1CCc2cc(OC)c(OC)cc2/C1=C\c1ccc(OC)c(OC)c1 | -3 | -4 | 3 | -10 | -1 | -1
CCCCOC(=O)C(C)OC(=O)NNc1ccccc1 (stereo not given) | 36 | 37 | 99* | 48 | 67 | 36
CCCOc1cc2c(cc1C(C)c1ccc(OC)c(C)c1)OCO2 (stereo not given) | -6 | -88 | 5 | -4 | 4 | 3
N#CC(CCc1nc(N)nc(N)n1)(CCc1nc(N)nc(N)n1)c1ccccc1 | 2 | -46 | -1 | -7 | -15 | -19
CSc1ncnc2nc[nH]c12 | 14 | 7 | 19 | 15 | 27 | -7
Cn1ncc2c(NCc3ccc(Cl)cc3)ncnc21 | 10 | -9 | 7 | 0 | -22 | -6
Cc1ccc2[nH]c(C)c(C(=O)c3cccnc3)c2c1 | 13 | -13 | -19 | -8 | -8 | 1
Nc1cccc2c1CC=CC2 | -1 | -2 | 4 | 1 | -2 | -5
ClCC1CSC(c2ccc3c(c2)OCO3)O1 (stereo not given) | 32 | 11 | 26 | 24 | -11 | 11
CN(C)c1ccc(-c2nc(N)nc3c2CCCC3)cc1 | -13 | 22 | -6 | -13 | -34 | -12
C[N+](C)(N)c1nc(N)c(C#N)c(C#N)c1C#N | -11 | -24 | 5 | 14 | 14 | -19
C/C(CC1SCCCS1)=C(/C)CC1SCCCS1 | -23 | -5 | 2 | -35 | -45 | -39
CCOC(=S)Nc1ccccc1 | 31 | -32 | 23 | 3 | 25 | 25
N#CCc1ccccc1-c1cccc2ccccc12 | 55 | 41 | 40 | 36 | 72* | 29
Cc1ccc2c(c1)NC(=O)CCSSCCC(=O)N2 | -10 | 23 | 12 | 3 | 8 | 4
CCCCCCNCc1cc(CNCCCCCC)c(O)c(CNCCCCCC)c1 | 18 | -2 | 1 | 4 | 30 | 15
C=CC1(C)CCC2C(=CCC3C(C)(C(=O)O)CCCC23C)C1 (stereo not given) (tested in a mixture with another compound) | 32 | 77* | 64 | 65 | 72* | 74*
CCOc1ncc(C[n+]2csc(CCO)c2C)c(N)n1 | 8 | 1 | -20 | -5 | -5 | -9
